Source: PubChem (The Scripps Research Institute Molecular Screening Center)
ASAP1 inh – inhibitors of human ASAP1 ArfGAP activity, primary screen, biochemical, fluorescence polarization; Arf-GAP with SH3 domain, ANK repeat and PH domain-containing protein 1 (Homo sapiens), …; ASAP1-stimulated ARF1 GTP hydrolysis, GDP FP detection; inhibition, % at 16.5 µM; 360,000 tested, 0.19% active; AID 624377, 2012; in the data active = inhibition above about 25%;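 also: 0% = vehicle with enzyme and substrate and 100% = no enzyme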
Tn6 DDE FP – inhibitors of Tn6 peptide binding to fibrin DD(E), primary screen, biochemical, fluorescence polarization, human fibrin, Tn6 probe; Fibrinogen beta chain (Homo sapiens), P02675; Fibrin DD(E) TRITC-Tn6 fluorescence polarization displacement; inhibition, % at 8.3 µM; 370,000 tested, 0.21% active;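 active = inhibition above a per-campaign cutoff: mean of compounds within control limits plus 3 SD, cut at about 15% in these data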;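 also: 0% = median of all compound wells on the plate and 100% = blocking peptide control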
Target sequence (P02675 whole entry, looked up): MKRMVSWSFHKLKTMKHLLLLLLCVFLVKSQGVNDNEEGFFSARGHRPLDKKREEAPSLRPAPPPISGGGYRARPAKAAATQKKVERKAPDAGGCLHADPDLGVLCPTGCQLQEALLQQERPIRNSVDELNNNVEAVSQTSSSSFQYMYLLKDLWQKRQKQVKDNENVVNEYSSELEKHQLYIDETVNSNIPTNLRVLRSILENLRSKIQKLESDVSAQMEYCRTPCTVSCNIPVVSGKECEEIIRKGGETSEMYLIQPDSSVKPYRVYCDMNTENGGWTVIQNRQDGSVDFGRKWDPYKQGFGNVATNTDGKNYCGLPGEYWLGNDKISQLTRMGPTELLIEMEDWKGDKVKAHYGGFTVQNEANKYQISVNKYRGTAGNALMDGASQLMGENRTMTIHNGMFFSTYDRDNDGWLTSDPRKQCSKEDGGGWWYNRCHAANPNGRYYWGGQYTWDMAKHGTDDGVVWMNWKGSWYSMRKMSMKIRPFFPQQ
PLC-gamma1 inh – PLC-gamma1 enzyme inhibitors, primary screen, biochemical, fluorescence, purified enzyme; 1-phosphatidylinositol 4,5-bisphosphate phosphodiesterase gamma-1 (Homo sapiens), P19174; fluorogenic substrate; inhibition, % at 12.2 µM; 370,000 tested, 0.84% active; AID 720700, 2013; in the data active = inhibition above about 9.5%
UHRF1 binding – UHRF1 methylated DNA binding inhibitors, primary screen, counter-screen for MBD2 inhibitor project, biochemical, TR-FRET, human UHRF1, single concentration | UHRF1 binding to methylated oligo | AID 687016, 2013 | 370,000 tested, 0.75% active | E3 ubiquitin-protein ligase UHRF1 (Homo sapiens), Q96T88 | inhibition, % at 4.4 µM; in the data active = inhibition above about 21%;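 also: UHRF1 SRA domain binding a hemimethylated CpG hairpin DNA probe; 0% = median of test compound wells and 100% = reference inhibitor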
PLC-beta3 inh – human PLC-beta3 inhibitors, primary screen, biochemical, fluorescence; 1-phosphatidylinositol 4,5-bisphosphate phosphodiesterase beta-3 (Homo sapiens), Q01970; Purified PLC-beta3, fluorogenic substrate; inhibition, % at 12.2 µM; 370,000 tested, 0.18% active; AID 720704, 2013; in the data active = inhibition above about 11%;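 also: 0% = median of compound wells on plate and 100% = full blocker control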
DDE Tn7 FP inh – inhibitors of Tn7 peptide binding to fibrin DD(E), primary screen, biochemical, fluorescence polarization, human fibrin, Tn7 probe; FP displacement of FITC-Tn7 peptide from fibrin DD(E); 0% = median of compound wells per plate; inhibition, % at 8.3 µM; 370,000 tested, 0.13% active; Fibrinogen beta chain (Homo sapiens), P02675;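 active = inhibition above the mean of compounds falling within the control limits plus 3 SD of them, cut at about 14% in these data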;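 also: 0% = plate median of compound wells and 100% = 10 µM Aha-Tn7 peptide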
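Assay system: human fibrin DD(E). Input: DD(E) 2 µM final. Medium: Tris buffer with calcium and detergent, pH 7.8. Compound dosing: single point at 8.3 µM. Timing: 10 min plus 3 h, room temperature. Technique: fluorescence polarization of the labelled Tn7 tracer. Read-out: percent inhibition. Replicates: singlicate testing.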
MBD2 inh – inhibitors of MBD2 binding to methylated DNA, primary screen, biochemical, TR-FRET, DNA-binding domain, human; MBD2 binding to methylated oligonucleotide; inhibition, % at 4.4 µM; Methyl-CpG-binding domain protein 2 (Homo sapiens), Q9UBB5; 370,000 tested, 0.31% active; in the data active = inhibition above about 13%
Target sequence (Q9UBB5 whole entry, looked up, the tested form may be a part): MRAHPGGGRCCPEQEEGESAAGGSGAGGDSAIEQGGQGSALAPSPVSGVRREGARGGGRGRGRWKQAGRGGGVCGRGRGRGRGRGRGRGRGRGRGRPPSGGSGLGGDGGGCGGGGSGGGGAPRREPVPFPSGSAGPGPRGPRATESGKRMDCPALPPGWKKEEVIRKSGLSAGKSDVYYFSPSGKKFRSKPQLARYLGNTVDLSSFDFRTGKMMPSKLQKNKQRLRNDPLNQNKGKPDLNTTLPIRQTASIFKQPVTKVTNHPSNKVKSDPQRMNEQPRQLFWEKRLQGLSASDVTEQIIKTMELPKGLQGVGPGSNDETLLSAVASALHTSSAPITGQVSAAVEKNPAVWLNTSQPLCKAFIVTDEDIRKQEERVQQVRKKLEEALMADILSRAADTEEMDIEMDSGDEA
proKLK7 act – proKLK7 zymogen activators, primary screen, biochemical, fluorescence intensity. Kallikrein-7 (Homo sapiens), P49862. purified proKLK7, EDANS-DABCYL substrate fluorescence; 100% is mature enzyme control, 0% vehicle. activation, % at 7 µM. 370,000 tested, 0.9% active. AID 652039, 2013;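 active = activation above the mean of all tested compounds plus 3 SD, computed per campaign excluding outliers beyond control limits, cut at about 13% in these data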
ARFGAP1 inh – inhibitors of rat ARFGAP1 GAP activity, primary screen, biochemical, fluorescence polarization, GDP tracer | ADP-ribosylation factor GTPase-activating protein 1 (Rattus norvegicus), Q62848 | Arfgap1-stimulated ARF1 GTP hydrolysis, GDP FP detection | inhibition, % at 16.5 µM | 360,000 tested, 0.26% active;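 active = inhibition above a per-plate limit, mean inhibition of low control wells plus 3 SD, cut at about 25% in these data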;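 also: 0% = DMSO wells with enzyme and 100% = wells lacking Arfgap1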
Target sequence (Q62848 1-136 limits assumed): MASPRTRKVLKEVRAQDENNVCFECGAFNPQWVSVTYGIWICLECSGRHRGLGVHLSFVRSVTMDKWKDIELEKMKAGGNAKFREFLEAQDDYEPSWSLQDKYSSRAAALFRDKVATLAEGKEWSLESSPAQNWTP
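Material: rat Arfgap1 GAP domain (His6, aa 1-136), purified enzyme. Also added: human ARF1(Δ1-17)-GTP substrate. Compound dosing: 16.5 µM single point, 1.26% DMSO. Timing: enzyme reaction 120 min at 25 °C after 20 min preincubation. Signal: GDP detection by fluorescence polarization. Read-out basis: percent inhibition of GAP-stimulated GDP formation, scaled between DMSO and no-Arfgap1 medians.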
ADAM17 inh – ADAM17 inhibitors, primary screen, biochemical, QFRET; 370,000 tested, 0.83% active; inhibition, % at 6.95 µM; recombinant ADAM17, EDANS/DABCYL FRET peptide cleavage; Disintegrin and metalloproteinase domain-containing protein 17 (Homo sapiens), P78536;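 active = inhibition above the mean of compounds lying between control limits plus 3 SD, set per campaign, cut at about 8.5% in these data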;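 also: 0% = DMSO-only wells as the low control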
* = called active by the depositor; . = not tested or not shown. An unsorted share of the library. About 4.1% of those tested had a hit in this group.

SMILES	ASAP1 inh	Tn6 DDE FP	PLC-gamma1 inh	UHRF1 binding	PLC-beta3 inh	DDE Tn7 FP inh	MBD2 inh	proKLK7 act	ARFGAP1 inh	ADAM17 inh
COc1ccc(C(=O)NC2CC(C)(C)Cc3c2cnn3-c2ccccc2C)o1 (configuration not stated)	0.6	-7.1	2.6	1.1	-3.7	6.0	-2.6	0.6	6.7	-0.9
Cc1cc(=O)c(C(=O)O)nn1-c1ccccc1	-6.5	-1.6	0.1	1.6	-6.6	3.9	1.1	0.0	8.8	-6.7
Cc1ccc(Cc2cnc(NC(=O)CN3CCOCC3)s2)cc1Cl	7.6	1.2	1.6	2.3	4.7	0.6	-1.4	0.2	1.4	-0.2
O=C(COC(=O)c1cc(S(=O)(=O)N2CCc3ccccc3C2)ccc1Cl)NCc1ccco1	-4.5	-3.7	-4.4	-7.2	-5.1	4.0	3.5	0.5	-6.5	0.1
Cc1ccnc(N2CCC(C(=O)NC3CCCCCC3)CC2)n1	9.7	-3.5	-9.5	-4.0	-10.9	-7.8	-3.6	0.9	3.2	-12.5
CCOC(=O)C1CCN(CC(=O)Nc2ccc(OC)c(Cl)c2)CC1	-4.9	-0.1	-0.7	-0.6	-3.8	-6.1	0.7	0.5	-1.2	-1.3
CCc1nnc(NC(=O)CC23CC4CC(CC(Br)(C4)C2)C3)s1	8.0	3.4	4.1	1.9	-16.9	5.1	-1.4	0.2	9.7	-2.7
CCNC(=O)/C(=C\c1ccccc1)NC(=O)/C=C/c1ccccc1	-1.9	5.0	-1.0	3.4	-4.5	4.3	3.8	-0.3	-3.2	-4.3
CCOc1ccc(CCN2C(=S)N([C@@H](CC(C)C)CN3CCC[C@@H]3CN3C(=S)NC[C@@H]3Cc3ccc(O)cc3)C[C@@H]2CC(C)C)cc1	13.1	5.6	5.1	-0.5	1.6	-0.9	-6.1	0.3	3.2	-2.1
CC1CN(C(=O)c2ccc(COc3ccccc3Br)o2)CC(C)O1 (configuration not stated)	-0.5	21.3*	-1.1	-0.2	1.6	7.6	-1.6	0.0	-4.7	1.1
COc1ccccc1NC(=O)Nc1ccc(Br)cn1	7.2	3.5	2.0	0.4	1.5	4.7	2.2	0.1	-8.7	-2.3
CCOc1ccc(N(CC(=O)NCc2ccc(OC)cc2)S(C)(=O)=O)cc1	-1.0	-2.0	-1.4	5.5	-3.6	-0.4	-0.6	0.3	2.5	-4.8
COc1ccc(NS(=O)(=O)c2ccc3oc(SCC(N)=O)nc3c2)cc1	2.4	1.7	2.0	2.0	0.1	-1.8	-1.0	-0.6	1.0	2.6
Cc1nc2ccccc2nc1CN1CCC(CO)(CC2CCCCO2)CC1 (configuration not stated)	4.2	-4.6	-10.6	-3.5	-14.7	-2.2	-2.6	-0.8	-8.8	-5.1
Cc1n(-c2ccccc2)c2ccc(Cl)cc2[n+]1CCO	-2.5	-0.2	0.1	-1.8	0.5	-6.7	4.1	0.2	-3.3	-1.9
O=[N+]([O-])c1ccc(Cl)c(S(=O)(=O)Nc2ccc3cn[nH]c3c2)c1	-3.8	-1.6	-1.0	-2.2	0.3	-2.2	0.6	0.4	-1.9	-3.2
Clc1ccc(CSc2nnc3c(n2)[nH]c2ccccc23)cc1	-3.1	-0.2	-0.2	2.3	-11.8	-1.3	3.9	0.5	3.9	-3.8
Cc1c(CC(=O)NCCCC(=O)O)c(=O)oc2cc3occ(-c4ccccc4)c3cc12	-7.9	4.5	-76.0	-1.0	-118.1	0.4	-2.7	0.2	4.1	-27.7
Cc1cccc(C)c1OCc1nnc(SCC(=O)Nc2ccccc2F)o1	-6.3	9.3	-0.6	-1.1	-2.1	11.9	-3.8	-0.1	-9.4	0.6
C[C@]12c3[nH]c4ccc(Cl)cc4c3CCN1C(=O)[C@@H](CC(=O)NCc1cccc(C(F)(F)F)c1)C[C@@H]2C(=O)N1CCOCC1	2.2	9.0	-0.8	-0.5	-2.3	2.5	-3.2	0.9	11.8	-2.5
CCC(C)Oc1ccc(/C=C/c2[nH]c(=O)[nH]c(=O)c2[N+](=O)[O-])cc1OC (configuration not stated)	-1.1	0.3	-1.2	-4.6	-2.6	0.4	0.1	-0.9	6.9	-3.7
O=C(CCc1nnc(Cc2ccc(-c3ccccc3)cc2)o1)NCCc1cccnc1	2.9	0.2	-0.3	1.9	-8.2	6.6	0.3	-0.5	4.7	-0.6
O=C(OCc1ccccc1)/C(=C/c1ccc(Cl)cc1)NC(=O)c1ccccc1Cl	-0.7	7.5	2.2	0.4	0.8	1.5	3.2	0.2	-13.5	-19.9
O=C(Nc1sc2c(c1C(=O)O)CCCC2)C(=O)N1CCOCC1	-2.8	2.8	-7.8	0.6	-13.2	0.3	1.8	0.2	-10.9	-1.6
CCOCCCNC(=O)C1CCN(c2cc(C)nc3c(-c4ccc(OC)c(OC)c4)c(C)nn23)CC1	-5.8	-7.4	1.5	-2.6	-5.5	-7.0	-7.2	-2.9	17.3	5.0

Two records picked at random from the list so far, as already listed:
SMILES	ASAP1 inh	Tn6 DDE FP	PLC-gamma1 inh	UHRF1 binding	PLC-beta3 inh	DDE Tn7 FP inh	MBD2 inh	proKLK7 act	ARFGAP1 inh	ADAM17 inh
CCNC(=O)/C(=C\c1ccccc1)NC(=O)/C=C/c1ccccc1	-1.9	5.0	-1.0	3.4	-4.5	4.3	3.8	-0.3	-3.2	-4.3
CCOc1ccc(N(CC(=O)NCc2ccc(OC)cc2)S(C)(=O)=O)cc1	-1.0	-2.0	-1.4	5.5	-3.6	-0.4	-0.6	0.3	2.5	-4.8

Carrying on.
SMILES	ASAP1 inh	Tn6 DDE FP	PLC-gamma1 inh	UHRF1 binding	PLC-beta3 inh	DDE Tn7 FP inh	MBD2 inh	proKLK7 act	ARFGAP1 inh	ADAM17 inh
CCOC(=O)CN1NC2(CCC(C)CC2)NC1=S (configuration not stated)	-11.3	5.3	5.4	0.4	0.8	-0.9	-2.7	-0.1	0.4	-0.6
CCCn1c(SCC(=O)NC2CCCCC2C)n[nH]c1=O (configuration not stated)	4.3	-4.8	0.8	5.5	1.3	0.6	-1.9	-0.8	3.2	-2.6
C#CC(=O)N(c1cccc(OC)c1)C(C(=O)NC1CCCC1)c1cccs1 (configuration not stated)	1.7	1.1	0.9	-0.8	3.1	-3.1	2.8	-0.7	-9.2	-3.3
Cc1ccnc(SCc2cc(=O)c(OC(=O)c3cccs3)co2)n1	1.9	4.0	1.8	-1.7	-9.4	-7.1	-2.2	0.0	-8.9	-7.3
CCCCN(C)C(=O)C1CCN(Cc2ccc(OCc3ccccc3)cc2)CC1	8.1	1.8	0.8	-2.0	2.1	2.5	4.6	-0.4	8.9	-1.6
O=[N+]([O-])c1cccc(SSc2cccc([N+](=O)[O-])c2)c1	-16.4	-4.9	0.6	-2.1	-4.0	6.7	1.4	0.2	-1.0	0.3
C#CCOc1c(Cl)cc(/C=C2/C(=O)ON=C2C)cc1OCC	5.5	3.1	1.7	3.0	-6.9	1.7	5.5	0.0	-6.3	-2.0
CC12CC3CC(C)(C1)CC(C(=O)N1CCN(C(=O)c4ccco4)CC1)(C3)C2	-0.6	7.6	1.9	1.4	-6.2	9.9	2.1	-0.5	9.5	-6.1
O=C(NC1CCCCC1)N1CCC(n2cnc3ccccc32)CC1	-4.1	1.9	0.5	8.0	0.5	-1.3	5.8	0.1	-14.9	-1.3
C[C@@]12C(=O)OC(=O)[C@]1(C)C1CCC2O1	-11.6	-7.5	6.5	3.3	1.8	6.2	1.6	-0.1	3.3	0.1
O=C1C=C(c2ccc(-c3ccccc3)cc2)C[C@@H](c2ccc(F)cc2)C1	8.4	-4.7	-0.3	-1.4	-1.4	0.8	-7.1	-0.3	2.5	-6.7
C/C(CC(=O)Nc1ccc(N(C)C)cc1)=N\NC(=O)c1ccc(F)cc1	-5.1	2.9	2.8	-6.0	-5.2	5.8	-2.0	0.3	6.4	0.7
CCCC(=O)OCCNc1cc(SCc2ccco2)c2nonc2c1[N+](=O)[O-]	7.5	-5.9	-1.4	-6.4	1.4	3.8	-2.4	0.4	-4.0	3.0
Cc1nn2c(N3CCCC3)cc(C(C)C)nc2c1-c1ccccc1	9.9	-5.2	-25.1	6.6	-36.4	-1.4	3.4	0.4	11.9	-7.1
CC1CN(c2cc(=O)n(-c3ccccc3)c(=O)[nH]2)CC(C)O1 (configuration not stated)	-10.0	-9.8	-0.7	0.5	-1.7	-7.6	0.4	-0.3	1.4	-1.4
O=C(CN1C(=O)NC2(CCCc3ccccc32)C1=O)NC1CCCCC1 (configuration not stated)	-1.7	-13.1	0.0	0.6	-2.4	2.6	-2.5	0.1	9.0	-3.4
COc1cccc(NC(=O)CC2C(=O)NC3CCCCC3N2C(=O)c2ccc(F)cc2)c1 (configuration not stated)	8.6	-5.2	-0.1	0.9	3.4	3.7	-3.3	-0.2	-5.3	-4.2
CC(C)CN1C(=O)C[C@@]2(C(=O)N(C)c3ccc(NS(=O)(=O)C4CCCCC4)cc32)C1c1ccccc1 (some centres not stated)	.	-7.3	2.2	-2.2	1.0	-5.5	-5.3	-0.2	.	-0.7
O=C(c1ccc([N+](=O)[O-])cc1)N1CCSC1c1ccccc1 (configuration not stated)	-12.6	0.8	1.8	-2.5	4.2	4.2	-10.0	-0.2	-15.5	0.3
Cc1nn(-c2ccc(N3CCOCC3)nn2)c(C)c1CCC(=O)NCc1ccccc1	-7.1	-0.9	-1.3	1.2	-13.4	-0.5	-2.7	0.4	1.0	2.6
Cn1cc(/C=C/C(=O)N2CCCC(C(=O)c3cccc4ccccc34)C2)cn1 (configuration not stated)	5.3	-4.4	8.0	4.6	-1.2	-2.9	-1.2	0.0	9.9	-2.2
O=C(c1ccc(Cn2c(=S)[nH]c3ccc(Br)cc3c2=O)cc1)N1CCN(C2CCCCC2)CC1	11.8	3.3	4.7	2.5	-3.1	7.1	-6.5	-0.4	2.6	-0.2
O=C(c1ccc(NS(=O)(=O)c2ccc3[nH]c(=O)[nH]c3c2)cc1)N1CCCC(C(F)(F)F)C1 (configuration not stated)	-2.4	6.5	0.9	0.1	0.5	4.5	-0.5	-0.1	-7.0	-0.3
